Cneo AK release: Cryptococcus neoformans cell lysis inducers, primary screen, AK release luminescence, single concentration; hit rate 0.2% among 360,000; lysis activity, % at 15 µM; C. neoformans lysis, adenylate kinase release luminescence, 4 h; normalised: neutral wells 0, clomiphene wells 100;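 active means mean lysis activity across replicates of at least 80%, whatever share of replicates individually reach that level; inactive means mean lysis activity below 80%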
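read-out = cell lysis signal | test system = log-phase Cryptococcus neoformans yeast cells | input = cells at 5 × 10^6 per mL | medium = fresh YPD growth medium | signal = luminescent adenylate kinase detection reagent | timing = 4 h at 37 °C static, read 1 h later | dosing = single dose | controls = Clomiphene as positive lysis control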
RAD54 branch: inhibitors of human RAD54 branch migration, primary screen, biochemical, fluorescence, single point; AID 602329, 2012; RAD54 Holliday junction branch migration, FAM/BHQ fluorescence; inhibition, % at 10.4 µM; hit rate 0.14% among 360,000;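 active means mean normalized replicate activity at least 40 and at least half of replicates scoring 40 or more; inconclusive means only one of the two criteria met; inactive means mean below 40 and under half of replicates reaching 40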;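 further: 0% = median of neutral control wells and 100% = median of positive control wells; inhibitors cause a drop in the FAM fluorescence signal; in these data hits start at about 50%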
E-sel inducer: E-selectin induction in HUVECs, primary screen, imaging, HUVEC, immunofluorescence imaging, single point; AID 686992, 2013; activation, % at 7.58 µM; normalized: neutral wells 0, TNF-alpha wells 100; hit rate 0.37% among 260,000;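 active means mean E-selectin-positive cell signal at least 10% of the positive control, reached in at least 60% of replicates, without over 20% cell loss; inconclusive means no rule given, readout overlaps actives, possibly toxicity-flagged; inactive means the rest, including those meeting only one limit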;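 further: in these data hits start at about 27%; measured in HUVEC primary endothelial cells; signal is the percent of cells scored E-selectin positive by PE staining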
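Test system: HUVEC | Signal: Immunofluorescence imaging | Read-out: Percent E-selectin-positive cells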
PglD DTNB: C. jejuni PglD acetyltransferase inhibitors, primary screen, biochemical, DTNB colorimetric, single point; AID 602405, 2012; hit rate 0.098% among 360,000; inhibition, % at 12.5 µM; purified PglD enzyme, DTNB colorimetric CoA detection; UDP-N-acetylbacillosamine N-acetyltransferase PglD (Campylobacter jejuni); in the data active means inhibition above about 16%, passing the limit was not always enough; inconclusive means no clear call, values can overlap the other calls; further: strong numbers were not always called active
miR-122 sensor: miR-122 Renilla sensor signal increase in Huh7, primary screen, miR-122 inhibitor project, cell-based, single point, plate reader. Huh7 miR-122 Renilla luciferase sensor, 48 h; neutral wells = 0, positive control = 100. AID 602342, 2012. activation (reporter increase), % at 12.5 µM. hit rate 0.3% among 340,000;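 active means mean replicate activation score at least 90 and every replicate individually at or above 90; inconclusive means only one of the two criteria met; inactive means neither criterion met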;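 further: higher luciferase means less miR-122 activity so hits act as miR-122 inhibitors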
PGC1a acetyl inh: inhibitors of PGC1a acetylation signal, primary screen, cell-based, U2OS, AlphaScreen, inhibitor mode; inhibition, % at 15.6 µM; AlphaScreen anti-acetyl-lysine; with virally co-expressed GCN5 acetyltransferase; AID 651687, 2012; hit rate 0.17% among 350,000;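 active means every replicate shows inhibition of at least 40%; inconclusive means mean inhibition at least 40% but some replicate below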;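 further: 0% = neutral control wells and 100% = positive control wells; some results beyond the cut were filed as inactive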
RAD52 anneal inh: RAD52 DNA annealing inhibitors, primary screen, biochemical, FRET, single point, set 2; AID 651710, 2012; hit rate 0.46% among 360,000; inhibition, % at 18.7 µM; recombinant RAD52 DNA annealing, FRET fluorescence;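 active means every replicate showing at least 50% inhibition; inconclusive means mean inhibition at least 50% but not in every replicate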
ERAP1 inh: human ERAP1 aminopeptidase inhibitors, primary screen, biochemical, single point, plate reader | Endoplasmic reticulum aminopeptidase 1 (Homo sapiens), Q9NZ08 | recombinant ERAP1, Leu-AMC fluorescence, 60 min | hit rate 0.15% among 340,000 | inhibition, % at 10.7 µM;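 active means mean replicate inhibition of at least 30%, or all replicates individually reaching that 30% level; inactive means mean below 30% and not every replicate reaching it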;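 further: 0% = neutral control wells and 100% = L-leucinethiol positive control wells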
Target sequence (Q9NZ08 whole entry, looked up): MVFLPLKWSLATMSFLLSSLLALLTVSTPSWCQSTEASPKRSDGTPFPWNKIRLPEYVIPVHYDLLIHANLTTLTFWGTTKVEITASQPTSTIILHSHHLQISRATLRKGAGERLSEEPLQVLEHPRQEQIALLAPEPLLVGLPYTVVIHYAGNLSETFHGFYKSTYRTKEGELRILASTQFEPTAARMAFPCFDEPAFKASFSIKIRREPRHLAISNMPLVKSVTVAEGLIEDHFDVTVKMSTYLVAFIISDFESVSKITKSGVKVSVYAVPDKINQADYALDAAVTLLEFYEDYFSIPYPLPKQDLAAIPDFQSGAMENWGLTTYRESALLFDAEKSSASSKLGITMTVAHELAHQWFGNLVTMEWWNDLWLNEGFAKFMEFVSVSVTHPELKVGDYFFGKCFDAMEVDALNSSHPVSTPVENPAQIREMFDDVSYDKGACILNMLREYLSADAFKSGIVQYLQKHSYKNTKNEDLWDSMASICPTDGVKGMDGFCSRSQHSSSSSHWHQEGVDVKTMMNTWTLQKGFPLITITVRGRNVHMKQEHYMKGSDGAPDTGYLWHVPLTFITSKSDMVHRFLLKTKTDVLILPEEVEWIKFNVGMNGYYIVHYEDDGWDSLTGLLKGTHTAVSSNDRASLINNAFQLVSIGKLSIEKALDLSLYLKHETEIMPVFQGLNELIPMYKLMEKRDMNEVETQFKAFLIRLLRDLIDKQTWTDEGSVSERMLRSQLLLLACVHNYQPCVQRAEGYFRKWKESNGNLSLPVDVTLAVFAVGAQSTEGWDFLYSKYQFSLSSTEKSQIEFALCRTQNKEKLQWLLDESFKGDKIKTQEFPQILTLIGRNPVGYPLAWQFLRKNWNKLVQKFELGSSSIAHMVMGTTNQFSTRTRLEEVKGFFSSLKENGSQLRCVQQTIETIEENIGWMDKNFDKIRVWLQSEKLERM
* hit, by the source's call; u = inconclusive; x = not tested or not shown; & = joins results of further samples; [ ] = dose if it differs, or a comment.

Sequence of screens: Cneo AK release	RAD54 branch	E-sel inducer	PglD DTNB	miR-122 sensor	PGC1a acetyl inh	RAD52 anneal inh	ERAP1 inh
> COc1ccc(CCNC(=O)C2CCN(C(=O)c3ccc(F)cc3)CC2)cc1OC
 : -3	9	x	-1	-1	u	6	-2
> CCN(CC)C(=O)c1ccccc1NS(=O)(=O)c1ccc(C)cc1
 : -1	8	x	-2	4	-5	x	x
> Cc1nnc(NC(=O)CCCOc2ccccc2)s1
 : 1	3	x	3	-2	10	x	x
> O=C(C[C@@H]1CC[C@@H]2[C@H](COC[C@@H](O)CN2Cc2cc(F)ccc2F)O1)N[C@H]1CCN(Cc2ccccc2)C1
 : 0	7	0.1	1	-7[16.7 µM]	-5	-6	-3
> COCCNC(=O)CCC1CCN(Cc2cccc(Oc3ccccc3)c2)CC1
 : -2	-1	x	4	0	7	-13	-1
> C[C@H]1CN([C@@H](C)CO)C(=O)c2c(c3ccccc3n2C)-c2ccccc2CO[C@H]1CN(C)S(=O)(=O)c1ccc(F)cc1
 : -1	3	-0.3	3	x	-4	16	-1
> Cc1cc(NC(=O)CSc2nnc(-c3ccco3)n2N)no1
 : 1	0	x	-3	x	x	7	-6
> CCN(CC)S(=O)(=O)c1cc(NC(=O)c2ccccc2OCc2c(C)noc2C)ccc1C
 : 1	6	0.1	-3	x	x	-6	0
> CC(C)(CC(=O)O)CC(=O)NNc1ncccc1C#N
 : 1	4	x	-3	x	7	-2	-5
> CC1=C(C(=O)Nc2ccccc2)C(c2ccco2)C(C#N)=C(SCC(=O)Nc2cccc(C)c2C)N1 (configuration not stated)
 : 2	2	x	3	-4	3	x	x
> C[C@H]1CCCCO[C@@H](CN(C)C(=O)Nc2cccc3ccccc23)[C@@H](C)CN([C@@H](C)CO)C(=O)c2cc(NS(=O)(=O)c3cccs3)ccc2O1
 : 2	-10	-0.1	0	1[16.7 µM]	x	-18	0
> CC(C)CNC(=O)NC(=O)COC(=O)COc1ccc(Cl)cc1Cl
 : -2	4	-0.1	2	-1	6	-6	x
> COc1ccc(OC)c(NC(=O)CCNS(=O)(=O)c2cccs2)c1
 : -1	2	x	2	5	4	x	x
> O=[N+]([O-])c1cccc(CNC2CCCCCC2)c1
 : -2	-14	1.3	7	1	5	-14	0
> C[C@@H]1CN([C@H](C)CO)C(=O)c2cc(NC(=O)Nc3ccccc3)ccc2O[C@H]1CN(C)C(=O)Nc1ccccc1
 : -4	7	0.0	-3	-7[16.7 µM]	x	-1	1
> O=C(NCc1cccs1)C(NS(=O)(=O)c1cccc2nsnc12)c1ccccc1 (configuration not stated)
 : -2	2	x	6	1	-8	x	x
> CC1S/C(=N/N=C2CCC(C(C)(C)C)CC2)NC1=O (configuration not stated)
 : 2	3	3.6	-3	-16	x	x	x
> O=C(C[C@@H]1CC[C@H]2[C@@H](COC[C@@H](O)CN2CCc2ccccc2)O1)NCc1ccccc1
 : 1	-7	0.1	-5	7[16.7 µM]	-7	-1	-3
> Clc1ccc2c(c1)C1OCCC1C(c1ccco1)N2 (configuration not stated)
 : -6	-2	x	-1	-8	0	x	x
> CCc1c(C)nc2c(C#N)c[nH]n2c1=O
 : x	1	x	2	4	7	-8	5
> CC(=O)NC1=NN(c2ccccc2)C(=O)C1
 : 2	2	x	-1	-4	4	x	x
> O=C(O)/C=C\C(=O)Nc1ccc(Oc2ccccc2)cc1
 : 1	-3	x	-2	-9	-5	x	x
> COCCNC(=O)C[C@@H]1C=C[C@@H](NC(=O)NC2CCCCC2)[C@H](CO)O1
 : 0	8	0.4	2	1[16.7 µM]	-6	1	-1
> Cc1cccc2c(C(=O)O)c3c(nc12)CCCCC3
 : -2	7	x	-6	-10	4	x	x
> COc1ccc2sc3ccccc3c(=O)c2c1OC
 : 1	7	x	7	5	-3	x	x
> CC(N=C(NC#N)Nc1ccncc1)C(C)(C)C (configuration not stated)
 : 1&-2	4&-6	0.2&-0.1	3&5	-4&0	-3&-7	1&-8	-8&-4
> O=C(Nc1ccc(Cc2ccc(NC(=O)Nc3cccnc3)cc2)cc1)Nc1cccnc1
 : 1	8	0.4	-5	-5	-3	-13	-3
> Cc1cccc(C)c1OCCCCc1c(C)n[nH]c1C
 : -1	-32	x	-6	-7	-13	x	x
> O=C(COc1ccc(S(=O)(=O)NC2CCCCC2)cc1)NCc1cccnc1
 : 2	-1	x	-3	16	-9	-4	8
> O=C(CC1Nc2ccccc2NC1=O)NCCCN1CCCCCC1 (configuration not stated)
 : -1	-17	x	-5	5	0	x	x
> COc1ccc([Si](C)(C)[C@@H]2[C@@H](CCO)O[C@]3(C(=O)N(Cc4ccc(NC(=O)[C@H](C)O)cc4)c4ccccc43)[C@H]2C)cc1
 : 1	-7	x	5	x	x	2	-6
> CO[C@H]1CN(C)C(=O)c2cc(NC(=O)NC3CCCC3)ccc2OC[C@@H](C)N(CC2CC2)C[C@@H]1C
 : x	x	-0.1	x	x	-3	-6	0
> COc1ccc(OC)c(/C=N/NC(=O)C(=O)N/N=C/c2cc(OC)ccc2OC)c1
 : 2	10	0.4	15	-5	-24	-13	0
> C[C@@H](NC(=O)C[C@H]1CC[C@H]2[C@@H](COC[C@H](O)CN2C(=O)Nc2cccc(F)c2)O1)c1ccccc1
 : 0	3	0.0	-5	1[16.7 µM]	5	7	0
> Cn1nccc1NC(=O)Nc1cccc(Cl)c1
 : 0	1	x	-1	-9	-2	1	-3
> O=C(c1cc(S(=O)(=O)NCc2ccco2)ccc1Br)N1CCOCC1
 : 0	4	-0.1	2	3	-5	-27	1
> N#C[C@@H]1[C@@H](c2ccc(C3=CCCC3)cc2)[C@@H](CO)N1C(=O)NC1CCCCC1
 : x	x	0.1	x	x	-4	-47	0
> Cc1ccc(C(=O)C(C)OC(=O)CNS(=O)(=O)c2ccc(C)cc2)cc1 (configuration not stated)
 : 0	5	-1.4	-4	-1	-1	-8	8
> CC(C)N(Cc1ccccc1)C(=O)CN1C(=O)NC2(CCCc3ccccc32)C1=O (configuration not stated)
 : -5	-2	0.1	3	x	x	-8	-1
> COc1ccc(NC(=O)CN(c2cccc(C(F)(F)F)c2)S(C)(=O)=O)cc1OC
 : 2	-2	x	-1	-2	-15	x	x
> CC=Cc1ccc2n(c1=O)C[C@@H]1[C@@H](CO)[C@H](C(=O)N(C)C)N(CC3CCCCC3)[C@H]21 (mixture of isomers)
 : -3	-11	-0.5	2	-1[16.7 µM]	-10	-18	-1
> O=C(CSc1nnc(CNc2ccc(F)cc2)o1)N1CCN(C(=O)c2ccco2)CC1
 : 1	2	x	-4	1	11	x	x
> COCCn1c(N)c(Sc2ccc([N+](=O)[O-])cc2)c(=O)[nH]c1=O
 : x	x	1.5	x	x	7	-23	0
> COC(=O)c1sccc1NC(=O)c1ccc(Cl)s1
 : -1	2	x	7	13	3	-13	-1
> CC(Oc1ccc2c(-c3ccccc3)cc(=O)oc2c1)C(=O)O (configuration not stated)
 : 1	4	x	-2	-4	11	x	x

Rewritten bar-delimited: part of the list above.
molecule | Cneo AK release | RAD54 branch | E-sel inducer | PglD DTNB | miR-122 sensor | PGC1a acetyl inh | RAD52 anneal inh | ERAP1 inh
CC(C)N(Cc1ccccc1)C(=O)CN1C(=O)NC2(CCCc3ccccc32)C1=O (configuration not stated) | -5 | -2 | 0.1 | 3 | x | x | -8 | -1
COc1ccc(NC(=O)CN(c2cccc(C(F)(F)F)c2)S(C)(=O)=O)cc1OC | 2 | -2 | x | -1 | -2 | -15 | x | x
CC=Cc1ccc2n(c1=O)C[C@@H]1[C@@H](CO)[C@H](C(=O)N(C)C)N(CC3CCCCC3)[C@H]21 (mixture of isomers) | -3 | -11 | -0.5 | 2 | -1[16.7 µM] | -10 | -18 | -1

(cont.)
Sequence of screens: Cneo AK release	RAD54 branch	E-sel inducer	PglD DTNB	miR-122 sensor	PGC1a acetyl inh	RAD52 anneal inh	ERAP1 inh
> C[C@H]1CN([C@@H](C)CO)C(=O)c2cc(NC(=O)Nc3ccccc3)ccc2O[C@@H]1CN(C)C(=O)Nc1ccc(C(F)(F)F)cc1
 : 0	-3	40*	4	5[16.7 µM]	-2	11	2
> CCN(C[C@H]1[C@@H](c2ccccc2)[C@@H](CO)N1C(C)=O)C(=O)c1ccccn1
 : 3	8	-0.1	0	-14[16.7 µM]	-9	-14	1
> Cc1cccc(C(=O)NNC(=O)C2CCCO2)c1 (configuration not stated)
 : -1	3	x	3	-4	x	x	x
> Cc1cccc(OCC(=O)NC(Cc2c[nH]c3ccccc23)C(=O)O)c1C (configuration not stated)
 : x	x	-0.1	x	-6	-14	-31	4
> Cc1c(C(=O)NC2CCCc3ccccc32)oc2ccc(S(=O)(=O)N3CCCC3)cc12 (configuration not stated)
 : 2	4	x	3	2	4	x	x
> Cc1ccc(C(=O)NN=C2CCCC2)cc1C
 : -1	-3	x	-8	-2	x	-5	0
> C[C@H]1CCCCO[C@H](CN(C)S(C)(=O)=O)[C@@H](C)CN([C@@H](C)CO)C(=O)c2cc(NC(=O)NC3CCCCC3)ccc2O1
 : 1	1	0.0	1	5[16.7 µM]	-3	13	0
> O=C(CSc1n[nH]c(=O)n1C1CC1)Nc1cc(Cl)ccc1Oc1ccccc1
 : 7	-2	x	2	-14	-7	x	x
> Cc1nc2ccc(S(=O)(=O)NC(C(=O)NCc3ccc4c(c3)OCO4)C(C)C)cc2s1 (configuration not stated)
 : -2	5	x	0	3	2	-15	x
> O=C(COC(=O)Cc1c(F)cccc1Cl)NCc1ccc2c(c1)OCO2
 : 0	4	-1.0	-3	-3	4	-33	-1
> COc1ccc(CNC(=O)COC(=O)CCCOc2ccc(Cl)cc2Cl)cc1OC
 : -6	4	x	-4	1	-9	x	x
> CSc1ncccc1C(=O)OCC(=O)NCCC1=CCCCC1
 : 0	-3	x	6	x	x	-13	-10
> CCN(CC)CC(O)CN1c2ccccc2Sc2ccccc21 (configuration not stated)
 : 1	1	0.0	4	4	-10	-8	-2
> CCOc1cc(C)nc(NCc2ccccc2)n1
 : -3	-3	x	0	45	0	x	x
> COc1cccc(-n2nc(C(=O)NCC3CCCO3)c3ccccc3c2=O)c1 (configuration not stated)
 : 0	3	x	1	-7	-2	-13	3
> COc1ccccc1NC(=O)/C=C/c1cc([N+](=O)[O-])ccc1OC(F)F
 : -1	-16	0.0	1	-7	-2	-9	0
> CCCCN(C)CCCNC(=O)c1ccc2c(c1)N(CC)C(=O)c1ccccc1S2=O (configuration not stated)
 : 4	-7	0.0	-2	2	1	-10	-2
> CCCC1(C(=O)OC)NC(c2cccc(F)c2)C2C(=O)N(CC)C(=O)C21 (configuration not stated)
 : -2	10	x	-4	8	-2	x	x
> COCCn1c(SCC(=O)Nc2ccc(NC(=O)c3ccco3)c(OC)c2)nc2ccccc2c1=O
 : -1	-2	x	6	0	4	-12	-17
> O=C(Nc1ccc(S(=O)(=O)Nc2cnc3ccccc3n2)cc1)c1ccc(Cl)cc1Cl
 : 3	-3	1.2	10	17	1	-25	x
> CN1c2ccccc2N(C)C1c1c(O)ccc2ccccc12
 : 7	11	x	x	1	-6	x	x
> COCCNC(=O)c1onc(CSc2ccc(Cl)cc2)c1C(=O)O
 : 13	-7	0.1	-1	x	x	-8	0

High-throughput results: PubChem BioAssay, Broad Institute
